# Vif-A3F inh: blocks the Vif interaction with APOBEC3F | HeLa A3F-eYFP + Vif (tagged APOBEC3F with the HIV-1 protein that degrades it), YFP fluorescence increase | Potency, µM (series often up to 46.1 µM), without a hit: top-dose activity, negative = active | hit rate 0.2% among 390,000; further: potency means the concentration at half of the fitted maximal effect; % of control where 0% means no effect; nearly all actives have a fitted effect of over 65% in size
#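 HeLa cells stably expressing Vif plus C-terminally eYFP-tagged A3F were seeded, incubated overnight at 37 deg C, dosed with compound, incubated overnight again at 37 deg C. Yellow fluorescence (Ex 488/Em 500-530) reported blocked Vif-mediated A3F-eYFP degradation.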
# RXFP1 ag: activates the human relaxin receptor RXFP1. Potency, µM (doses to about 57.5 µM), inactives show at the top dose activation, actives largely listed as activators. Q9HBX9. hit rate 0.3% among 370,000. HEK293T-RXFP1 cAMP TR-FRET, 30 min; response scale: percent of porcine relaxin response, buffer zero; further: potency means the concentration at half of the fitted maximal effect; on the % scale 0 is the no-effect control and ±100 the full control effect; nearly all actives have a fitted effect of over 60% in size; many of its hits are not listed in these tables
#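 Agonist response is measured as cAMP accumulation in an RXFP1-transfected HEK293T line under PDE4 inhibition. Values are scaled between buffer-only and 29 nM porcine relaxin, and EC50s come from standard Hill equation fits.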
# Glioma ERSR ind: inducers of ER stress response in human glioma cells. U87-MG GRP78 promoter luciferase reporter, 16 h. Potency, µM, for the others: top-dose activation, hits mostly activators. hit rate 0.02% among 420,000; further: potency means the concentration at half of the fitted maximal effect; series mostly up to about 76 µM; % of control where 0% means no effect; nearly all actives have a fitted effect of over 35% in size
#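 ERSR induction read as luciferase luminescence (Bright-Glo, 10 min at room temperature) in stably transfected human U87-MG glioma cells exposed to compounds for 16 h, using GRP78 as sensor.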
# LDHA inh: inhibitors of human lactate dehydrogenase A; purified LDHA, NADH/diaphorase-resazurin fluorescence; stronger effect = lower value; hit rate 0.15% among 480,000; AID 1347041; activity change, % (values are at about 110 or 230 µM); in the data active means activity change below about -30%; inconclusive means mostly about -25% to -30%;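 further: plate controls were DMSO wells for no effect and wells without enzyme for full effect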
#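 Human LDH5 (2 nM) was incubated with 0.06 mM NADH and 0.2 mM pyruvate for 5 min at room temperature in Tris pH 7.4. Remaining NADH was coupled through diaphorase/resazurin, and resorufin fluorescence was read at 0 and 20 min.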
# D1 agonist: agonists of human D1 dopamine receptor. HEK293 T-REx D1 cells, calcium flux, agonist mode. hit rate 1% among 360,000. activation, % at 2 µM. P21728; in the data active means activation above about 30%; further: 0% is about no effect
#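 Inducible HEK293 T-REx D1 cells, force-coupled to calcium signalling, were plated at 4000 cells/well with tetracycline and held overnight at 30 C. After no-wash calcium dye loading, compound-evoked calcium rise over 180 s flagged agonists.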
# D2 potentiator: positive allosteric modulators of human D2 dopamine receptor | P14416 | HEK293 T-REx D2, calcium flux, EC20 dopamine potentiation | potentiation, % at 10 µM | hit rate 0.34% among 340,000;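 active means potentiation over 3 SD above the plate norm, cut at about 30% in these data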; further: 0% is about no effect
# Target sequence (P14416 whole entry, looked up): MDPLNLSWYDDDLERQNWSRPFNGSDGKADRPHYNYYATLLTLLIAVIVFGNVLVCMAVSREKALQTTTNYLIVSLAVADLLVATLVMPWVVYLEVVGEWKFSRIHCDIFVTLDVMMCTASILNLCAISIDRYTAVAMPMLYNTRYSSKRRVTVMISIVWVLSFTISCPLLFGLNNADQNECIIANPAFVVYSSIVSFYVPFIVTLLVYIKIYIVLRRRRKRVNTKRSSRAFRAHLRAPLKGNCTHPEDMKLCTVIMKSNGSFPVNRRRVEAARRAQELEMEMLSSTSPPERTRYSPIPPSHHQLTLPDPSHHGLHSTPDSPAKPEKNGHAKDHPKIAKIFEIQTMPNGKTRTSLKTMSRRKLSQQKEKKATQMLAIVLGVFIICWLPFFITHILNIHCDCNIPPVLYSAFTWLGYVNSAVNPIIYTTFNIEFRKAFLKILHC
#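 Tetracycline-induced Hek293 Trex D2 cells, force-coupled to calcium, loaded with no-wash calcium dye. Compound added with 180 s kinetic read for agonism, then EC20 dopamine and a further 180 s read for potentiation.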
# Vif-A3G inh: inhibitors of Vif-APOBEC3G interaction; Potency, µM (highest dose often 46.1 µM), for the others: at the highest dose activity, negative = active, most hits filed as inhibitors; Q9HC16; AID 602310; HeLa A3G-eYFP + Vif (tagged APOBEC3G with the HIV-1 protein that degrades it), YFP fluorescence, overnight; hit rate 0.076% among 410,000;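 further: potency means the concentration at half of the fitted maximal effect; on the % scale 0 is the no-effect control and ±100 the full control effect; nearly all actives have a fitted effect of over 60% in size; hits raise eYFP signal because A3G escapes Vif-driven loss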
# Target sequence (Q9HC16 whole entry, looked up): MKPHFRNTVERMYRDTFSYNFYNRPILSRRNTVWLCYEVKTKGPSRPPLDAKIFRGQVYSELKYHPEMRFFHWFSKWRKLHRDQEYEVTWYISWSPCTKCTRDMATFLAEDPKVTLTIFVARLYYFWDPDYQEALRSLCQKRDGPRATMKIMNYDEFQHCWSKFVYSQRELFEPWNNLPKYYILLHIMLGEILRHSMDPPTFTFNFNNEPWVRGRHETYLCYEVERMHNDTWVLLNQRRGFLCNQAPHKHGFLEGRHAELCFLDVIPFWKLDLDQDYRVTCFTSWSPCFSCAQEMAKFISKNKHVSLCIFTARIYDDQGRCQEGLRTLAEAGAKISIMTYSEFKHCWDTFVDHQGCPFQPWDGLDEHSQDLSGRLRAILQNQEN
#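 HeLa cells stably expressing Vif and C-terminally eYFP-tagged A3G, seeded overnight at 37 deg C, then exposed to compound by pintool overnight at 37 deg C. Rise in yellow fluorescence (Ex 488/Em 500-530, Acumen) marks blocked Vif-driven A3G degradation.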
# D1 antagonist: blocks dopamine activation of the human D1 receptor; AID 504652; P21728; hit rate 3.2% among 360,000; HEK293 TREx D1 cells, calcium flux, dopamine EC80; stronger effect = lower value; activity change, negative = inhibition, % at 10 µM; in the data active means activity change below about -30%; further: on the % scale 0 is the no-effect control and ±100 the full control effect
#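 Calcium flux readout: force-coupled, inducible Hek293 Trex D1 line, cells induced overnight at 30 C with tetracycline, dye-loaded 30–90 min at RT. Antagonism scored against EC80 dopamine challenge given 180 s after compound.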
# D1 potentiator: human D1 dopamine receptor positive modulation; HEK293 TREx D1 cells, calcium flux, dopamine EC20 potentiation; potentiation, % at 10 µM; hit rate 0.036% among 360,000; in the data active means potentiation above about 30%; further: 0% is about no effect
# * marks the source's active call; other numbers are inactive results; ? = inconclusive; nt = not tested or not shown; & = joins results of further samples. Unless noted, the call rests on the fitted dose curve; in most records, active means well fitted curve in the direction sought with a large enough effect; inconclusive means small, poorly fitted or top-dose-only effect, or another doubt; inactive means no such curve, though single readings can be large; an effect the other way counts as inactive or inconclusive.
1	COc1ccc(C(=O)NCC(c2cccnc2)N2CCN(c3ccccc3)CC2)cc1 (stereo not drawn)
2	Cc1cc(C)cc(NC(=O)COC(=O)CN=C2NS(=O)(=O)c3ccccc32)c1
3	Cc1ccccc1OCCN1CCC(Cc2ccccc2)CC1
4	COc1cccc(CNC(=O)CSc2c3c(nc4cc(Cl)ccc24)CCCC3)c1
5	O=C(CN1CCN(Cc2ccccc2)CC1)Nc1ccc(Br)cc1
6	O=S(=O)(c1ccc(NCCOc2ccccc2)nc1)N1CCCC1
7	Cc1cc(C)n(NC(=S)NC2CCCC2)c(=O)c1C#N
8	COc1ccc(/C=C/C(=O)O)cc1S(=O)(=O)N1CCC(Cc2ccccc2)CC1

compound no.	1	2	3	4	5	6	7	8
Vif-A3F inh	0%	-4%	-9%	-10%	0%	2%	4%	-17%
RXFP1 ag	-0.4%	0.0%	0.4%	17%	0.0%	-1.9%	-2.8%	2.8%
Glioma ERSR ind	-3%	-4%	-5%	-10%	-2%	-4%	1%	0%
LDHA inh	-6	1	-21	0	-8	-3	-2	-10
D1 agonist	15	0	4	1	5	1	3	1
D2 potentiator	-5	13	-27	0	-18	0	10	20
Vif-A3G inh	4%	2%	-1%	-5%	-1%	-5%	-1%	-4%
D1 antagonist	9	-13	nt	-2	7	-5	-14	-8
D1 potentiator	-3	-5	-10	0	6	-2	-4	-5

9	COc1ccc(OC)c(NC(=O)CCN2C(=O)c3cccc([N+](=O)[O-])c3C2=O)c1
10	Cc1ccc2nc(NC(=O)CN3CCOCC3)sc2c1
11	COc1ccc(-c2cc(-c3ccccc3)nc(=O)[nH]2)cc1
12	COc1ccc2nc(SCC(=O)N3CCN(c4ccc(F)cc4)CC3)c(C#N)cc2c1
13	COCCCNC(=O)/C(C#N)=c1\s/c(=C\c2ccccc2OC(F)F)c(=O)n1CCCOC
14	CCCn1c(=N)c(C(=O)NC2CCCC2)cc2c(=O)n3cccc(C)c3nc21
15	COc1ccc(NC(=O)CCS(=O)(=O)c2nc(-c3ccc4c(c3)OCO4)cc(C(F)(F)F)n2)cc1OC
16	COc1ccc(N2CCN(Cc3nc4c(c(=O)[nH]c(=O)n4C)n3Cc3ccccc3)CC2)cc1

compound no.	9	10	11	12	13	14	15	16
Vif-A3F inh	-4%	8%	-12%	-3%	?	-3%&-6%	0%	6%
RXFP1 ag	3.8%	-0.4%	10%	1.4%	0.2%	?	11%	-0.2%
Glioma ERSR ind	-1%	1%	-2%	-2%	-4%	-2%&-1%	-1%	-2%
LDHA inh	3	-7	-7	10	1	-6&-10	-3	-6
D1 agonist	6	4	1	2	27	-1&1	4	1
D2 potentiator	4	20	10	-5	18	6&-28	7	-6
Vif-A3G inh	-3%	1%	0%	1%	-23%	6%&4%	-4%	-3%
D1 antagonist	5	3	-5	-15	5	12&-26	-1	-8
D1 potentiator	1	6	-2	-14	-3	-1&1	1	-2

17	CCOC(=O)N1CCN(CCC(=O)Nc2cc(C)ccc2C)CC1
18	CSc1ccccc1C(=O)C1CCCN(C(=O)c2ccc(N3CCOCC3)cc2)C1 (stereo not drawn)
19	O=C(CSc1nncc2ccccc12)Nc1ccccc1
20	CC(=O)N1CCN(S(=O)(=O)c2ccc(S(=O)(=O)NC3CCCCC3)cc2)CC1
21	COc1cc2c(cc1OC)C(COc1ccc3c(C)cc(=O)oc3c1)N(C(=O)c1cc(Cl)ccc1OC)CC2 (stereo not drawn)
22	CCNc1nc(Oc2ccc(C(=O)OC)cc2)nc(N(C)C)n1
23	Nc1nc(-c2ccco2)nn1C(=O)c1ccccc1
24	CCOC(=O)CSC(=S)NC(=O)c1ccc(OC)cc1

compound no.	17	18	19	20	21	22	23	24
Vif-A3F inh	-3%&-4%	17%	-3%	-9%	4%	4%	-17%	4%
RXFP1 ag	0.6%&-1.2%	0.0%	8.7%	0.6%	1.7%	-0.2%	-0.6%	3.0%
Glioma ERSR ind	-3%&-3%	1%	-5%	-3%	-3%	-3%	0%	-5%
LDHA inh	-4&-6	-1	3	-4	-6	-3	2	-1
D1 agonist	4&4	10	0	3	2	12	2	3
D2 potentiator	6&-1	7	3	-6	10	-8	-10	-1
Vif-A3G inh	-1%&0%	4%	0%	-5%	-2%	5%	-4%	2%
D1 antagonist	-3&-7	-26	4	3	2	-31*	0	1
D1 potentiator	0&-3	-5	-1	-2	-1	-5	-1	-1

25	COc1ccc(-c2cc(C(F)(F)F)nc(S(=O)(=O)CCC(=O)N3CCOCC3)n2)cc1
26	Cc1ccc(-c2onc3ccc(C(=O)/C=C/N(C)C)cc23)cc1
27	Cc1nc(N2CCCC2C(=O)O)c2oc3ccccc3c2n1 (stereo not drawn)
28	Clc1ncnc2scc(-c3ccc(Br)cc3)c12
29	O=[N+]([O-])c1ccc(Oc2ncccn2)cc1
30	O=C(N/N=C/c1cccs1)c1ccc(NC(=O)c2ccccc2Cl)cc1
31	CN(c1ccc(C(=O)Nc2ccccc2C(F)(F)F)cc1)S(C)(=O)=O
32	O=C(CN1CCN(c2ccccc2)CC1)Nc1scc2c1c(=O)oc1ccccc12

compound no.	25	26	27	28	29	30	31	32
Vif-A3F inh	-4%	1%	nt	0%	5%	-1%	1%	-5%
RXFP1 ag	2.4%	5.9%	3.8%	5.1%	nt	-0.5%	-0.2%	-0.3%
Glioma ERSR ind	-3%	4%	-10%	-5%	-1%	0%	1%	-2%
LDHA inh	-4	-2	-4	-7	-11	-4	-3	-7
D1 agonist	-1	2	0	3	nt	3	8	1
D2 potentiator	-6	5	-9	-4	nt	-9	2	12
Vif-A3G inh	1%	-1%	0%	-8%	1%	-5%	-2%	1%
D1 antagonist	7	-8	8	-22	nt	-53*	-2	-10
D1 potentiator	-1	-6	4	-3	nt	-18	-2	2

33	Cc1ccc(Cl)cc1NC(=O)C(Cc1ccccc1)NS(=O)(=O)c1cccc2nsnc12 (stereo not drawn)
34	COc1ccc(C(CCN2CCOCC2)c2c(OC)cc(OC)c3c(-c4ccccc4)cc(=O)oc23)cc1 (stereo not drawn)
35	COc1ccccc1N(CC(=O)NCc1cccnc1)S(C)(=O)=O
36	COc1ccc(S(=O)(=O)Nc2ccc(C)c(S(=O)(=O)N3CCOCC3)c2)cc1[N+](=O)[O-]
37	COc1cc(C2C(C(=O)c3ccc(C)o3)=C(O)C(=O)N2c2cc(C)on2)ccc1O (stereo not drawn)
38	CCOc1cc(C2NC(=O)c3c(sc4c3CCN(C)C4)N2)ccc1OC(=O)c1ccccc1Cl (stereo not drawn)
39	CCOc1ccccc1NC(=O)Cn1c(=O)oc2cc(Cl)ccc21
40	O=C(CSc1nc2ccccc2o1)Nc1ccc(N2CCOCC2)c(Cl)c1

compound no.	33	34	35	36	37	38	39	40
Vif-A3F inh	2%	-1%	-7%	6%	-8%	2%	11%	-2%
RXFP1 ag	5.0%	nt	1.4%	-0.2%	7.3%	1.8%	0.0%	1.0%
Glioma ERSR ind	-2%	2%&-4%	-3%	-5%	0%	-4%	-3%	2%
LDHA inh	-8	1	-1	-6	0	-1	11	-1
D1 agonist	1	nt	1	0	3	35*	4	9
D2 potentiator	8	nt	-5	9	6	12	4	-2
Vif-A3G inh	0%	-4%	0%	-1%	2%	1%	-6%	0%
D1 antagonist	19	nt	20	0	7	-14	4	-23
D1 potentiator	13	nt	-1	3	-2	-1	11	-3

41	CC1CCCN(S(=O)(=O)c2cc(Cl)ccc2Cl)C1 (stereo not drawn)
42	COc1ccc(N2CCN(C(=O)CSc3nnc4n3C(C)(C)Cc3ccccc3-4)CC2)cc1
43	CC(=O)N1CCc2cc(Br)cc(S(=O)(=O)N3CCN(c4cccc(C)c4)C(C)C3)c21 (stereo not drawn)
44	O=C(OCC(=O)N1CCN(C(=O)c2ccco2)CC1)c1cc(F)c(F)cc1Cl
45	CN(Cc1cccc2cnccc12)C(=O)CCc1nnc(CCc2ccccc2)o1
46	CC1CN(C(=O)COc2ccc3ccccc3c2)CC(C)O1 (stereo not drawn)
47	CN(Cc1ccccc1)C(=O)CSc1nc2ccccc2n1Cc1ccccc1F
48	CCN(CC)CCSc1nc2c([nH]1)c(=S)n(C)c(=O)n2C
49	Cc1nccn1-c1ccc(C=O)cc1
50	CC(C)c1cccc(C(C)C)c1NC(=O)COC(=O)C1=COCCO1
51	COc1ccc(OC)c(S(=O)(=O)NCc2cn3cccc(C)c3n2)c1

compound no.	41	42	43	44	45	46	47	48	49	50	51
Vif-A3F inh	0%	-10%	0%	-18%	5%	9%	-10%	-6%	-5%	7%	-2%
RXFP1 ag	-0.4%	-1.4%	1.0%	nt	1.1%	nt	3.2%	nt	-1.9%	2.9%	0.1%
Glioma ERSR ind	-4%	-2%	-2%	-5%	4%	0%	-1%	-7%	-2%	-3%	-3%
LDHA inh	3	-3	-11	-6	4	3	-2	5	-8	-14	-15
D1 agonist	5	1	0	nt	4	nt	7	nt	2	1	0
D2 potentiator	11	19	0	nt	-4	nt	-1	nt	6	-3	-10
Vif-A3G inh	1%	-8%	2%	0%	-4%	2%	2%	1%	4%	-4%	1%
D1 antagonist	0	-12	9	nt	5	nt	2	nt	-10	6	1
D1 potentiator	-2	-3	0	nt	-3	nt	0	nt	0	-4	-3

# This is a subset. The share of hits here may be higher or lower than overall.
